# NR2E3 ag-1 = NR2E3 agonists in two-hybrid cells, primary screen, cell-based, luminescence, CHO-S, Gal4-NCOR/VP16-NR2E3. Photoreceptor-specific nuclear receptor (Homo sapiens), Q9Y5X4. luciferase. inhibition of corepressor binding, % at 3.98 µM. 360,000 compounds, 0.35% hits. AID 602229, 2012;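 active means inhibition above the mean of all tested compounds plus 3 SD, cut at about 70% in these data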;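 further: 0% = DMSO with NR2E3 transfected cells and 100% = cells lacking NR2E3 construct; higher means lower luciferase signal from less NR2E3 corepressor binding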
# Target sequence (Q9Y5X4 whole entry, looked up, the tested form may be a part): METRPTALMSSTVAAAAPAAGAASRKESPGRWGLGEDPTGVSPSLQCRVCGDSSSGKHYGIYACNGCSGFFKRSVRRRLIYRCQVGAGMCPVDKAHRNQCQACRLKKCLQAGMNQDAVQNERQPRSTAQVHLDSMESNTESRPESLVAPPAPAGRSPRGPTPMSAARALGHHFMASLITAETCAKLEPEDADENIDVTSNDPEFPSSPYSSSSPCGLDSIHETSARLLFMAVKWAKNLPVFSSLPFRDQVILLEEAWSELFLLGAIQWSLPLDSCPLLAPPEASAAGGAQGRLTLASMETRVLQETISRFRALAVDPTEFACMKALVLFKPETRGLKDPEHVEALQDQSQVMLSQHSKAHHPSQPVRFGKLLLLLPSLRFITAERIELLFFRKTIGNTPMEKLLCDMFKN
# Peg3 prom inh = Peg3 promoter-driven luciferase inhibitors, primary screen, cell-based, HeLa, luciferase luminescence | HeLa PEG-Prom luciferase reporter, overnight | inhibition, % at 20 µM | 360,000 compounds, 1.7% hits | AID 588405, 2011;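 active means inhibition of at least 50% at 20 µM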
# EBV LMP1 NFkB = EBV LMP1-driven NF-kappaB luciferase reporter inhibitors, primary screen, cell-based, luminescence, single point; LMP1-induced NF-kappaB luciferase reporter cells; inhibition, % at 12.5 µM; 350,000 compounds, 0.69% hits; in the data active means inhibition above about 41%;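 further: 0% = neutral control wells and 100% = reference inhibitor control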
# MITF TRPM1 inh = inhibitors of MITF-dependent TRPM1 promoter reporter, primary screen, cell-based, SK-MEL-5, single point, luciferase | SK-MEL-5 TRPM1 promoter luciferase, 24 h | inhibition, % at 12.5 µM | 330,000 compounds, 0.83% hits | AID 488899, 2010;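 active means mean inhibition across replicates of 60% or more, whatever share of single replicates reaches that level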; further: values of inactives mirror those of a sister screen read the other way
# HIF-2a inh = HIF-2a reporter inhibitors, primary screen, luminescence, 786-0 RCC cells | 786-0 RCC cells HIF-2a reporter, luciferase luminescence, overnight | inhibition, % at 18.8 µM | 360,000 compounds, 0.72% hits | AID 624352, 2012;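 active means inhibition of the luminescence signal of 40% or more relative to plate controls, in a single-dose primary screen at 18.75 µM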
# iPSC survival up = enhancers of single-cell hiPSC survival, primary screen, ATPlite luminescence. 100% = ROCK inhibitor wells, 0% = DMSO. 360,000 compounds, 0.044% hits. survival enhancement, % at 20 µM. AID 602274, 2012; in the data active means survival enhancement above about 18%;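 further: cells exposed to compounds for 16 hours before the ATP read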
# KKLEB cytotox = cytotoxicity in KKLEB CF airway cells, primary screen, cytotoxicity control for CF NF-kB inhibitor project, cell-based, uHTS, fluorescence assay plates | 360,000 compounds, 0.36% hits | KKLEB CF airway cells viability, ATPlite luminescence, overnight; active compounds read low; cells stimulated with P. aeruginosa culture filtrate | activity change (cytotoxicity), % at 5 µM;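 active means corrected activity change at or below -50% at 5 µM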
# Shn3 inh set2 = reduction of Shn3 3'UTR firefly luciferase signal, primary screen, Schnurri-3 inhibitor project, cell-based, Clone20 osteoblasts, set 2; Clone20 osteoblast Shn3 3'UTR firefly luciferase, 24 h; inhibition, % at 12.5 µM; 360,000 compounds, 0.52% hits; AID 588674, 2011;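 active means mean inhibition of at least 75% with every replicate also reaching 75%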;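 further: 0% = median of neutral control wells and 100% = pilot-screen positive control compound; some compounds past the cut are filed as inactive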
# NR2E3 ag-2 = inhibitors of NR2E3-RetCOR corepressor binding, primary screen, NR2E3 agonist project, biochemical, TR-FRET, GST-NR2E3, biotin-RetCOR | 320,000 compounds, 0.12% hits | AID 2300, 2010 | 1536-well | inhibition of corepressor binding, % at 4.78 µM | Photoreceptor-specific nuclear receptor (Homo sapiens), Q9Y5X4;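 active means percent inhibition above the cutoff of mean plus 3 SD of all tested compounds, set per screening campaign, cut at about 20% in these data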;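 further: 0% = DMSO wells and 100% = biotin wells as full block of FRET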
#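 Format: 1536-well format; test system: GST-NR2E3 and biotin-RetCOR proteins; read-out basis: percent inhibition of TR-FRET ratio; timing: 5 h incubation at 4 °C; detection: time-resolved FRET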
# C8 TRAIL sens = viability loss with TRAIL in NB7+C8 cells, primary screen, TRAIL sensitizer project, cell-based, ATPlite luminescence; AID 624354, 2012; 360,000 compounds, 1% hits; inhibition (viability loss, TRAIL sensitization), % at 10 µM;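 active means compounds causing at least 50% loss of cell viability in the single-dose screen, relative to plate controls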
# CF NFkB inh = inhibitors of PAF-induced NF-kB signaling, primary screen, cell-based, GFP fluorescence, uHTS. KKLEB NF-kB-GFP reporter, GFP fluorescence overnight. inhibition, % at 5 µM. 360,000 compounds, 0.86% hits;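 active means at least 50% inhibition at 5 µM, scaled per plate between neutral and stimulator controls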;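 further: PAF is a Pseudomonas aeruginosa culture filtrate used as stimulus; plate controls were PAF-stimulated DMSO wells for no effect and unstimulated DMSO wells for full effect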
# * marks the source's active call; other numbers are inactive results; / = no result given. A portion of the library; the hit share may differ from the screen's.
SMILES,NR2E3 ag-1,Peg3 prom inh,EBV LMP1 NFkB,MITF TRPM1 inh,HIF-2a inh,iPSC survival up,KKLEB cytotox,Shn3 inh set2,NR2E3 ag-2,C8 TRAIL sens,CF NFkB inh
CCOC(=O)C1CCN(S(=O)(=O)c2cc3c(cc2C)NC(=O)CO3)CC1,5.8,22.1,-3.1,9.8,0.1,0.6,-4.5,2.9,6.3,1.9,9.0
Cc1cc(=O)oc(C)c1C(=O)NCCCN1CCN(c2ccccc2F)CC1,-45.4,10.3,4.6,4.1,0.0,2.9,-1.1,-6.0,0.9,2.3,11.4
O=C(CNC(=O)c1ccccc1)NCC(=O)OCC(=O)c1ccccc1Cl,3.1,8.7,1.3,0.4,-0.6,-0.4,2.3,16.9,/,25.8,4.5
CN1CCC(N(C)C(=O)/C(C#N)=C/c2ccc(OC(F)F)cc2)CC1,-14.4,-3.4,2.2,-5.8,13.6,0.5,-1.2,4.0,/,-3.1,21.9
Cc1ccccc1CN1C(=O)c2ccccc2S(=O)c2ccc(C(=O)NCCCN3CCOCC3)cc21 (stereo not given),-8.0,7.3,1.2,3.0,16.7,-0.5,0.8,-10.6,-2.5,0.7,-1.5
COc1ccccc1Cn1c(C)c(C(=O)NCc2cccc(C)c2)sc1=O,10.7,13.6,/,/,8.0,1.8,1.4,8.2,/,17.2,4.9
Cc1noc(C)c1S(=O)(=O)N(C)C[C@H]1Oc2c(cccc2N(C)C)C(=O)N([C@H](C)CO)C[C@@H]1C,9.1,1.6,8.9,-12.2,6.6,0.3,5.1,7.9,/,-7.2,3.7
CCCCN(C)C(=O)c1sc(=O)n(Cc2ccccc2C#N)c1C,12.2,-4.4,/,/,-0.4,1.0,9.9,20.6,/,-14.7,-8.0
CCCc1nnc(NC(=O)CS(=O)(=O)c2ccccc2)s1,-25.0,-6.6,-2.2,0.7,2.4,-0.2,7.1,4.9,-1.1,8.3,1.2
COc1ccccc1-c1c(C)nn2c(N3CCC4(CC3)OCCO4)cc(C)nc12,7.1,19.7,-3.0,14.7,21.1,4.8,-11.8,9.9,4.2,10.9,6.5
Cn1c(C(=O)NCc2cccnc2)cc2sc(Cl)cc21,-13.8,-21.8,-6.2,-3.9,-12.6,0.1,6.6,-0.5,-0.2,12.4,-6.5
COCCNC(=O)CN(C(=O)c1ccc(N2CCCC2)nc1)c1ccc(Cl)cc1,9.7,4.8,5.3,-6.2,6.5,0.0,-1.7,-3.0,-0.9,-0.4,-23.2
O=C1NC(=Nc2ccccc2)S/C1=C\C=C\c1ccco1,-46.4,-162.2,-8.5,-16.8,-165.8,1.1,-1.8,-27.1,-1.9,8.7,1.0
COc1ccc(CNC(=O)c2cnc3scc(C)n3c2=O)cc1,-12.6,3.2,-1.9,-11.7,-3.2,0.2,-6.9,-13.0,1.9,5.4,0.7
CCOC(=O)c1c(C)n(CCNC(C)=O)c2ccc(O)cc12,-5.1,5.0,2.2,-1.0,0.6,-0.2,4.9,0.2,0.4,-11.5,-2.0
COc1cccc(C2c3[nH]c4ccccc4c3C[C@H]3C(=O)N(CCCCCO)CC(=O)N23)c1 (stereo not given in full),1.7,20.5,3.9,13.7,26.6,0.9,6.7,-21.4,-1.6,-2.9,-14.4
CC(C)N(C)c1ncnc2c1ncn2[C@H]1CN(Cc2ccco2)C[C@@H](CO)O1,-11.8,-2.7,/,/,0.5,-1.5,-2.6,-3.7,/,-22.7,14.0
O=C(CCc1n[nH]c(=O)[nH]c1=O)N1CCCCC1,-21.7,4.2,3.6,8.2,3.6,-0.4,-12.0,27.4,3.5,-7.4,-15.5
CCCn1nc(NS(=O)(=O)c2cccc3nonc23)c2cc3ccccc3nc21,-5.1,16.8,-7.0,15.0,14.4,-0.4,-5.0,7.7,-1.9,0.1,2.4
CCn1c2ccccc2c2nnc(SCCCn3c(=O)[nH]c4ccccc43)nc21,-10.1,50.1*,11.1,1.7,27.2,-1.7,-0.2,6.2,-0.7,5.1,-20.0
COC(CNC(=O)c1ccc2c(c1)ncn2-c1ccc(C)cc1C)OC,-24.3,-0.2,1.1,-3.1,5.1,-0.3,6.0,-6.6,-3.0,7.3,-18.2
O=C1CC(N2CCC(c3nc4ccccc4[nH]3)CC2)C(=O)N1c1ccccc1F (stereo not given),12.4,0.8,0.9,-6.3,12.8,-0.1,10.3,-1.7,0.4,-5.7,-1.5
O=S1(=O)CC/C(=N\Nc2ccc(F)cc2)c2ccsc21,-6.5,11.6,0.1,3.9,-31.1,2.0,-2.2,3.0,2.5,-2.0,-25.9
COc1cc2c(C(=O)N3CCN(Cc4ccc5c(c4)OCO5)CC3)cn(C)c(=O)c2cc1OC,-21.9,3.1,17.1,1.8,0.6,-1.2,6.9,-1.5,1.3,-16.0,-12.9
O=C(CCS(=O)(=O)c1ccc(Cl)cc1)Nc1nccs1,-37.2,-29.8,-8.4,-1.8,-16.9,-0.5,3.9,2.6,/,11.1,4.8

# More records follow.
SMILES,NR2E3 ag-1,Peg3 prom inh,EBV LMP1 NFkB,MITF TRPM1 inh,HIF-2a inh,iPSC survival up,KKLEB cytotox,Shn3 inh set2,NR2E3 ag-2,C8 TRAIL sens,CF NFkB inh
CN1C(=O)C(C)(C)c2cc(S(=O)(=O)N3CCN(c4ccccc4)CC3)ccc21,4.4,12.9,-0.5,9.2,8.8,-0.9,15.2,1.4,-3.6,24.9,-7.8
Cc1ccc(C2CC(c3cccs3)=NN2C(=O)CSc2nc3ccccc3o2)cc1 (stereo not given),6.5,21.3,6.1,6.1,0.2,4.7,-0.2,12.3,1.2,0.9,9.5
COc1c(C(=O)NC(=S)Nc2nnn(C)n2)cc2ccccc2c1Br,-2.5,16.6,-2.3,4.1,15.3,0.5,-2.4,2.0,0.3,8.4,-19.9
CCOc1cc(NC(=S)NC)c(OCC)cc1NC(=O)c1ccc(OC)cc1,-1.8,-5.2,1.0,1.5,-5.6,0.5,1.0,11.1,2.4,-3.0,-5.2
COc1ccc(CN(Cc2ccc(OC)cc2)C(=O)c2cccs2)cc1,-15.1,0.7,/,/,-28.5,0.6,-10.0,4.2,3.0,9.6,19.9
COc1ccc(NC2CC(=O)N(c3ccccc3)C2=O)cc1 (stereo not given),-51.0,-114.5,-19.9,-53.1,-154.4,-0.4,8.6,-76.8,-3.6,-0.2,1.1
COc1ccc(C(C(=O)NC2CCCC2)N(C(=O)c2csnn2)C2CCCC2)cc1 (stereo not given),-24.8,4.2,-4.3,-6.3,11.2,0.1,3.3,10.1,-1.4,9.5,-10.3
Cc1ccc(N2C(=O)N(CC(=O)Nc3cc(F)ccc3C)C(=O)C2C)cc1 (stereo not given),-10.7,7.6,-2.4,-1.9,1.2,-0.4,9.5,10.2,-1.4,-14.4,-6.0
CCCC(=O)Nc1sc(C)c(C)c1C(=O)Nc1cccc(C)c1,18.1,-0.3,-6.3,-15.9,-33.2,7.9,13.2,-3.4,-2.5,0.8,6.9
CCN1C(=O)/C(=c2\sc3nc(=O)c(Cc4ccccc4)nn3c2=O)c2ccccc21,14.6,1.0,5.0,-27.1,16.5,0.7,13.0,-25.9,-0.3,-0.4,-26.4
COC(=O)c1sccc1NC(=O)c1cc(-c2ccc(C)cc2C)nc2ccccc12,-11.1,41.9,-1.7,14.6,10.1,6.1,-7.4,18.6,0.0,8.9,3.0
Cc1ccccc1NC(=O)NCCc1nc2ccccc2[nH]1,-10.6,12.1,-4.3,3.0,-2.7,1.0,7.3,-9.6,-0.2,20.6,-10.3
COc1ccc(-n2nc(C(=O)NCC(=O)N3CCN(c4ccccc4OC)CC3)c3ccccc3c2=O)cc1OC,-24.3,-18.9,-14.9,-33.5,-65.5,-0.5,-0.5,-25.0,2.5,15.1,-0.6
COc1ccc(CCN2CC(C(=O)NCc3cccc(F)c3)CCC2=O)cc1 (stereo not given),-24.0,-11.7,-13.4,/,-12.5,-2.4,9.6,-3.1,/,9.2,4.5
CSc1nnc(SCC(=O)N(C)c2c(N)n(Cc3ccccc3)c(=O)[nH]c2=O)s1,-28.0,9.8,-6.3,4.0,9.2,-0.5,12.8,-14.5,-3.0,-1.8,9.3
CC(C(=O)Nc1ncccn1)(c1ccccc1)c1ccccc1,5.8,-1.6,4.1,7.5,15.9,-1.3,-8.6,10.3,0.8,-1.5,10.6
Cc1ccc(-n2ncc3c2CC(C)(C)CC3NC(=O)CN2CCCC2=O)cc1 (stereo not given),-15.2,28.6,4.3,-1.2,10.9,-0.4,3.3,8.8,3.7,12.4,9.1
CCOC(=O)N1CCN(c2nc(-c3ccc(Cl)cc3)cs2)CC1,-25.7,-104.4,1.9,-14.3,-96.4,-2.3,-5.3,-0.7,7.6,-3.7,5.8

# Structures listed so far that have an aryl thioether with sulfur outside any ring (3):
SMILES,NR2E3 ag-1,Peg3 prom inh,EBV LMP1 NFkB,MITF TRPM1 inh,HIF-2a inh,iPSC survival up,KKLEB cytotox,Shn3 inh set2,NR2E3 ag-2,C8 TRAIL sens,CF NFkB inh
CCn1c2ccccc2c2nnc(SCCCn3c(=O)[nH]c4ccccc43)nc21,-10.1,50.1*,11.1,1.7,27.2,-1.7,-0.2,6.2,-0.7,5.1,-20.0
Cc1ccc(C2CC(c3cccs3)=NN2C(=O)CSc2nc3ccccc3o2)cc1 (stereo not given),6.5,21.3,6.1,6.1,0.2,4.7,-0.2,12.3,1.2,0.9,9.5
CSc1nnc(SCC(=O)N(C)c2c(N)n(Cc3ccccc3)c(=O)[nH]c2=O)s1,-28.0,9.8,-6.3,4.0,9.2,-0.5,12.8,-14.5,-3.0,-1.8,9.3

# Screening results as filed in PubChem BioAssay.
